TNAP activators: stimulation of alkaline phosphatase TNAP activity – biochemical, luminescent, no phosphate acceptor, uHTS, primary screen (AID 1001). purified TNAP, luminescent activation assay, no phosphate acceptor; higher activation fold means a stronger effect. one-dose activation fold at 20 µM; EC50 in µM for titrated hits. hit rate 0.03% among 200,000; in the data active = activation fold from about 3, or a potency from the dose series; inactive = the rest, 99 in 100 with activation fold below about 1.6; also: many of its hits are not listed in these tables
T cell modulator: modulates CD8 T cell binding to vesicles. hit rate 0.068% among 330,000. calls only at 7 µM. 2C CD8+ T cell-vesicle binding, flow cytometry; stronger effect = lower value;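 active = response, share of CD8 T cells binding vesicles, and their 90th percentile fluorescence all below set limits, cut at about 80% in these data, passing the limit was not always enough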
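material = purified 2C TCR transgenic mouse naive CD8+ T cells | controls = Unloaded micro-vesicles (low), QL9 vesicles with 0.7% DMSO (high) | detection = cytometric PE anti-B7-1 and Alexa647 anti-CD8 signals after 1% paraformaldehyde fixation | incubation = binding step 1.5 h, 37 °C, antibody labelling 20 min, ice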
West Nile virus CPE: West Nile virus antiviral activity, cell-based, CPE readout (AID 1621) | West Nile virus-infected cells, CPE inhibition; higher % means a stronger effect | hit rate 0.02% among 290,000 | CPE inhibition, % at 10 µM; hits with a dose series show IC50 in µM; in the data active = a potency from the dose series; inconclusive = CPE inhibition mostly from about 3.7% at the one dose, without a potency; inactive = the rest, 99 in 100 with CPE inhibition below about 2.2%; also: strong numbers were not always called active
P. falciparum M1AAP: malaria alanyl aminopeptidase activity blockers – biochemical, fluorogenic H-Leu-NHMec substrate, 1536-well (AID 1445) | hit rate 0.42% among 220,000 | one-dose inhibition, % at 30 µM; IC50 in µM for titrated hits | recombinant M1AAP, H-Leu-NHMec fluorogenic kinetic assay; higher % means a stronger effect;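 active = primary inhibition above the hit cutoff, then over 50% inhibition at one or more dose response concentrations, cut at about 23% in these data, passing the limit was not always enough; inconclusive = conflicting primary data, or primary hits not chosen for dose response; inactive = low primary inhibition, or under 50% at every dose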;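 also: plate controls were DMSO full reaction for no effect and no enzyme background for full effect; strong numbers were not always called active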
K1F lysis inhibition: inhibition of K1F phage lysis, E. coli UTI89, bacterial capsule biogenesis inhibitors, alamar blue (AID 488966) | E. coli UTI89 K1F phage lysis, alamar blue, 2 h; higher % means a stronger effect | hit rate 0.02% among 340,000 | inhibition, % at 100 µM, or IC50 in µM where a hit was titrated;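 active = phage lysis inhibition, versus mean bacterial control, above a set limit; inconclusive = no clear call, values can overlap the other calls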;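 also: capsule biogenesis inhibitors block K1F phage lysis so surviving cells raise fluorescence; higher fluorescence means more inhibition of phage lysis; actives were called in the ten point dose series up to 300 µM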
P. falciparum M17LAP: P. falciparum M17LAP inhibitors, primary screen, biochemical, fluorogenic H-Leu-NHMec substrate, 1536-well (AID 1619). recombinant M17LAP, H-Leu-NHMec fluorogenic kinetic assay; higher % means a stronger effect. inhibition, % at 30 µM, or IC50 in µM where a hit was titrated. hit rate 0.38% among 220,000;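 active = compound inhibiting the enzyme by more than half at any dose during confirmatory dose-response retesting; inconclusive = strong single-dose inhibitors picked by rank but not retested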;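 also: plate controls were full reaction with DMSO carrier for no effect and no enzyme background for full effect; strong numbers were not always called active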
human PMI inhibitors: human PMI inhibitors, high substrate, primary screen, biochemical, fluorescence intensity, high mannose 6-phosphate (AID 1220); one-dose inhibition, % at 20 µM; IC50 in µM for titrated hits; hit rate 0.66% among 190,000; recombinant PMI enzyme, coupled fluorescence intensity; higher % means a stronger effect
PMI inhibitors: inhibitors of human PMI, primary screen, biochemical, fluorescence intensity, coupled assay (AID 1209). inhibition, % at 20 µM; hits with a dose series show IC50 in µM. purified PMI enzyme, coupled fluorescence intensity; higher % means a stronger effect. hit rate 0.42% among 190,000;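 also: plate controls were DMSO vehicle for no effect and wells lacking substrate for full effect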
RSV CPE inhibition: inhibition of RSV-induced cytopathic effect – HEp-2 cells, primary 10 µM value included (AID 2391) | HEp-2 cells, RSV-induced CPE inhibition; higher % means a stronger effect | one-dose CPE inhibition, % at 10 µM; IC50 in µM for titrated hits | hit rate 0.13% among 310,000; in the data active = a potency from the dose series; inconclusive = CPE inhibition mostly from about 23% at the one dose, without a potency; inactive = the rest, 99 in 100 with CPE inhibition below about 21%; also: strong numbers were not always called active
T cell modulator vesicle-bound %: recorded beside T cell modulator, whose call it bears; double positive events, %; measured here: CD8+ vesicle-bound cell fraction;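 binding gate set so that unloaded-vesicle control wells show 10% double positive cells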
Active calls of the source: *; i = inactive; ? = inconclusive; . = no result given; [ ] = remark or other dose. Rule as the data show it, unless noted: active = inhibition above about 50%; inactive = the rest.

Molecule	TNAP activators	T cell modulator	T cell modulator vesicle-bound %	West Nile virus CPE	P. falciparum M1AAP	K1F lysis inhibition	P. falciparum M17LAP	human PMI inhibitors	PMI inhibitors	RSV CPE inhibition
O=C(Nc1ccc2c(c1)OCO2)c1c(Cl)nc2sccn12	1.1	i	53	0.0%	-3%	-0.1%	-97%	-2%	1%	2.3%
CCCCNC(=O)c1onc(CSc2cccc(Cl)c2)c1C(=O)O	1.1	i	25	-0.1%	-2%	-0.6%	27%	-9%	-2%	4.0%
O=C(CN1CCN(Cc2ccccc2)CC1)Nc1ccccc1	.	i	57	-0.7%	.	0.1%	.	.	.	-0.6%
C=CCNC(=O)CN1C(=O)C2C3c4ccccc4C(c4ccccc43)C2C1=O (stereo not drawn)	1.2	i	36	-1.0%	7%	-0.2%	4%	-14%	-15%	0.9%
O=C(NCc1ccccc1)N1CCNCC1	.	i	29	-0.6%	.	-0.9%	.	.	.	0.9%
C(=N\n1cnnc1)/c1ccc2ncccc2c1	1.1	.	.	0.3%	-3%	0.1%	1%	-7%	-14%	7.3%
O=C(Nc1ccccc1)c1ccc2snnc2c1	1.1	i	64	0.6%	8%	0.6%	4%	6%	4%	2.2%
O=C(NCc1ccco1)c1ccc(F)c(S(=O)(=O)N2CCCCC2)c1	1.1	i	66	-0.8%	-1%	-0.3%	8%	4%	2%	0.9%
O=C(O)c1cc(N2N=C(C(F)(F)F)/C(=C/C=C/c3ccco3)C2=O)ccc1Cl	1	.	.	0.0%	?	-1.7%	?	.	-53%	.
COC(=O)CN1C(C)=Nc2ccc(C)cc2C1c1ccccc1 (stereo not drawn)	1	i	61	-0.2%	.	0.2%	.	0%	4%	4.8%
Cc1cnc(C(=O)Nc2cccc3cccnc23)cn1	1.3	.	.	.	24%*	0.1%	10%	1%	-6%	.
CCn1c(C)cc(/C=C2/SC(=S)N(CC(=O)O)C2=O)c1C	0.8	i	24	0.7%	75µM*	0.0%	?	11%	0%	1.2%
CCOc1ccccc1OCCOc1ccc(F)cc1	1.1	i	58	0.2%	1%	0.0%	5%	-2%	-8%	0.9%
CCc1ccccc1NC(=O)CN1C(=O)C2CCCN2c2ncc(Cl)cc21 (stereo not drawn)	1.1	i	24	0.0%	-3%	-0.8%	1%	-25%	-6%	-0.8%
O=S(=O)(c1ccc(F)cc1F)N1CCCN(c2ccc(C(F)(F)F)cn2)CC1	.	i	30	-1.0%	4%	.	3%	.	.	18%
COc1cc2c(C(=O)N3CCN(c4cccc(Cl)c4)CC3)cn(CC(C)C)c(=O)c2cc1OC	1	i	34	-0.1%	1%	-1.9%	-5%	7%	7%	13%
COc1ccc(-c2cc(C(=O)NC3CCCC3)no2)cc1OC	1	i	9	-0.4%	6%	4.9%	-10%	-9%	-9%	-0.2%
O=c1[nH]c(CSc2ncnc3sccc23)nc2ccccc12	.	i	20	0.2%	0%	0.4%	-10%	.	.	9.4%
CC(NC(=O)Cn1cc2c(n1)CCCCC2)c1ccccc1 (stereo not drawn)	1.2	.	.	0.0%	-1%	-2.9%	-2%	12%	13%	1.6%
O=C(Nc1cccc(Cl)c1)Nc1ccccc1-n1ccnc1	1	i	61	-0.8%	2%	0.3%	0%	1%	8%	2.2%
O=C(CSc1nnc(CNC(=O)c2ccc(F)cc2)o1)NCCc1ccccc1	.	i	26	-0.8%	.	-0.1%	.	.	.	0.2%
O=C(/C=C/c1ccc([N+](=O)[O-])cc1)NCCc1ccc(F)cc1	1	i	47	-1.2%	5%	0.1%	1%	-15%	-5%	0.0%
CC(=O)n1cc(/C=N/NC(=O)c2ccccc2O)c2ccccc21	.	i	36	-0.9%	.	0.3%	.	.	.	1.0%
O=C(NCCc1cccs1)C1CC(c2cccc(F)c2)=NO1 (stereo not drawn)	.	i	23	-0.8%	13%	1.6%	-2%	.	.	0.7%
O=C1CC(C(=O)N(c2cccc(F)c2)C(C(=O)NC2CCCC2)c2ccccn2)CS1 (stereo not drawn)	1	i	10	1.0%	14%	-1.7%	15%	12%	14%	1.8%
CCOc1ccc(NS(=O)(=O)c2cc(OCC(N)=O)c(C)cc2Cl)cc1	1.1	i	27	-1.0%	-3%	3.1%	-7%	4%	0%	9.1%
CC(C)N(CC(=O)Nc1ccc(Cl)cc1C(F)(F)F)C(=O)CCl	1.1	i	34	1.0%	23%	0.0%	6%	-9%	-27%	1.9%
CCc1nnc(NC(=O)c2c(O)c3c([nH]c2=O)CCCC3)s1	1	i	42	0.3%	2%	0.2%	2%	0%	-5%	1.2%
Cc1cc(=O)oc2cc(O[C@@H]3O[C@H](CO)[C@H](O)[C@H](O)[C@H]3O)ccc12	.	i	62	-0.1%	.	0.1%	.	.	.	3.3%
Cc1ccc(F)cc1NC(=O)N1CCN(c2ccnc3cc(Cl)ccc23)CC1	.	i	22	1.3%	0%	-2.2%	-12%	.	.	.
CCOC(=O)CNC(=O)CSc1nc(Cc2ccccc2)nc2ccccc12	.	i	43	0.1%	.	-0.1%	.	.	.	5.6%
Fc1ccc2[nH]c3c(NCCN4CCOCC4)ncnc3c2c1	1.1	i	44	-0.7%	-3%	0.0%	3%	-2%	-6%	17%
NS(=O)(=O)c1ccc(NC(=O)/C(=C/c2ccncc2)NC(=O)c2ccccc2)cc1	.	i	36	-0.4%	.	1.3%	.	.	.	1.6%
C=CCn1c(COc2ccc(CC)cc2)nnc1SC/C(O)=C(\C#N)c1nc2ccccc2[nH]1	1	i	37	0.7%	2%	2.8%	-2%	-1%	1%	0.9%
Cc1ccc(S(=O)(=O)N2CCN(C(=O)CSc3nc4ccccc4o3)C2)cc1	1.1	i	38	-0.8%	8%	0.2%[50 µM]	9%	7%	5%	5.2%
CCOCCOC(=O)C1=C(C)N(C)C(=O)NC1c1ccccc1F (stereo not drawn)	1.2	i	51	-0.3%	2%	1.1%	-3%	-7%	-5%	-0.4%
O=c1c(-c2ccc(F)cc2)[n+]([O-])c2ccccc2n1OCc1ccccn1	1	i	37	-1.0%	-8%	1.6%	42%	2%	0%	0.2%
COc1cccc(OC)c1Oc1ccc(C(F)(F)F)cn1	1.1	i	45	-0.4%	4%	-0.5%	-2%	18%	15%	0.2%
COC(=O)c1ccccc1CSc1nsc(/C=C/N(C)C)c1C#N	.	i	57	-0.1%	.	-0.1%	.	.	.	2.1%
CCOC(=O)Cc1csc(NC(=O)c2cccc(OC)c2)n1	1.1	i	45	0.0%	7%	0.6%	-2%	0%	5%	2.2%
CC(/C=C/c1ccccc1)=N\NC(=S)NC(C)C	1.4	i	53	-1.8%	8%	0.2%	17%	1%	2%	1.0%
CCN(C(=O)COC(=O)c1cc(S(=O)(=O)N2CCc3ccccc32)ccc1OC)C1CCS(=O)(=O)C1 (stereo not drawn)	1.1	i	59	-0.4%	-2%	-0.2%	-2%	-2%	1%	0.6%
CCCC1C(c2ccc(OC)cc2)C(C#N)(C#N)C2(C#N)CC1(N)NC2=O (stereo not drawn)	0.8	i	36	-0.3%	-3%	-4.8%	15%	-3%	-5%	-0.1%
CCn1c2ccccc2c2cc(NC(=O)c3coc(=O)c(Br)c3)ccc21	.	i	52	-0.3%	2%	.	-2%	.	.	7.8%
C/C(=C/C(=O)NCc1ccccc1)C(=O)O	1	i	58	0.7%	-9%	-2.1%	4%	-9%	-11%	1.1%
Cc1cc(=O)oc2cc(OCC(=O)NCc3cccnc3)ccc12	1.1	i	41	-0.3%	-7%	1.4%	-15%	4%	3%	-1.0%
CCOc1cc(/C=C\c2[nH]c(=O)[nH]c(=O)c2[N+](=O)[O-])ccc1OC(C)CC (stereo not drawn)	1.1	i	12	1.5%	13%	.	-5%	6%	6%	-3.8%
O=[N+]([O-])c1cccc(/C=N/NC2=NCCCCC2)c1	1	i	41	0.4%	-1%	0.2%	12%	-4%	1%	-1.7%
COc1cccc(C(=O)NCC(=O)N/N=C/c2cccs2)c1	1	i	52	-0.1%	8%	1.7%	12%	-1%	7%	1.9%
Cc1ccc(Nc2nc(N)c3ccccc3n2)cc1Cl	.	i	26	-2.4%	.	0.9%	.	.	.	?
CSc1ccc(/C=C(/Sc2nnc(-c3ccccc3)o2)C(=O)O)cc1	1.1	i	31	-0.4%	11%	.	19%	-2%	1%	9.2%
Cc1nn(C)c(C(=O)NNC(=S)NCC(C)C)c1Cl	1.2	i	27	-0.5%	-5%	-0.1%	15%	-26%	-22%	2.8%
CC12CCC(=O)N1C(C(=O)NCCc1ccc(F)cc1)CS2 (stereo not drawn)	.	i	26	0.1%	.	-0.1%	.	.	.	2.2%
O=C(CSc1nnc(NC(=O)C2CC2)s1)Nc1ccccc1Cl	.	i	35	-0.1%	.	-0.2%	.	.	.	0.3%
CN(C(=O)COC(=O)CCc1c[nH]c2ccccc12)C(c1ccccc1)c1ccccc1	1.4	i	50	-0.5%	3%	-0.4%[50 µM]	2%	12%	14%	0.4%
COc1cc(C2C(C#N)=C(N)N(N(C)C)C3=C2C(=O)CC(C)(C)C3)ccc1O (stereo not drawn)	.	i	56	-0.9%	.	0.1%	.	.	.	3.6%
CCOC(=O)/C(=N\Nc1cc(Cl)ccc1Cl)N1CCN(CC)CC1	1	i	34	-0.4%	10%	12%	-1%	5%	11%	-0.8%
Cc1cc(C)nc(SC(C)C(=O)Nc2ccc(S(N)(=O)=O)cc2)n1 (stereo not drawn)	1.1	i	58	0.0%	-1%	-0.3%	-2%	-21%	-21%	-0.9%
COc1cc([N+](=O)[O-])ccc1NC(=O)CCCOc1cc(C)ccc1C	1.1	i	35	0.1%	2%	0.6%	-11%	11%	15%	21%
O=C(O)c1ccc(N2C(=O)CC(N3CCN(c4ccc(Cl)cc4)CC3)C2=O)cc1 (stereo not drawn)	.	i	45	0.7%	.	0.1%	.	.	.	0.7%

Compound activity (PubChem BioAssay)

Random draw from the library. Share with any hit: about 1.5%.
